SW480 rerep = A quantitative high throughput screen for small molecules that induce DNA re-replication in SW480 colon adenocarcinoma cells | Potency, µM (doses to about 46.1 µM), for the others: at the top dose re-replication activation, hits mostly activators | 1.8% of 340,000 active | SW480 DNA re-replication, Hoechst DNA content imaging, 48 h; note: potency is the fitted concentration of half-maximal effect; % of control where 0% means no effect; nearly all actives have a fitted effect of over 55% in size
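Per well, 250 cells were exposed to pinned compound for 48 hr. Nuclear DNA was visualised with Hoechst (40 min, 37 C) and total object intensity recorded by fluorescence scanning.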
HT1080-NT tox = qHTS for induction of synthetic lethality in tumor cells producing 2HG: qHTS for the HT-1080-NT fibrosarcoma cell line; Potency, µM (titrated, usually from 46.1 µM), without a hit: at the highest dose activity, negative = less viability, most hits filed as cytotoxic; AID 686970, 2013; 1.6% of 360,000 active; HT-1080-NT fibrosarcoma viability, CellTiter-Glo ATP luminescence, 48 h;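 note: NT is the 2HG producing partner of a matched IDH1 knockdown line; potency is the fitted concentration of half-maximal effect; 0% = DMSO-treated cells and -100% = media-only wells without cells; nearly all actives have a fitted effect of over 55% in size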
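A 48-hour cytotoxicity screen used HT-1080-NT cells plated 2 hours before compound delivery. ATP-based CellTiter-Glo luminescence measured viability, normalized to DMSO and no-cell controls.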
KB-3-1 cytotox = qHTS assay for MDR1-selective chemotherapeutics: Primary screen using the parental adenocarcinoma cell KB-3-1; 1.4% of 400,000 active; KB-3-1 viability, CellTiter-Glo ATP luminescence, 72 h; Potency, µM (titrated, usually from 46.1 µM), for the others: top-dose activity change, negative = cytotoxic, actives largely listed as cytotoxic; note: potency is the fitted concentration of half-maximal effect; % is set by controls: 0 for no effect and ±100 for the full control effect; nearly all actives have a fitted effect of over 60% in size
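KB-3-1 cells, DMEM (no phenol red) + 10% FBS; compound by pin transfer, 72 h, 37 °C. Readout: CellTiter-Glo luminescence after 10 min. Data normalized, curve-fitted.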
HT1080 IDH1KD tx = qHTS for induction of synthetic lethality in tumor cells producing 2HG: qHTS for the HT-1080-IDH1KD cell line; Potency, µM (doses to about 46.1 µM), for the others: at the top dose activity, negative = toxicity, usual class: cytotoxic; HT-1080 IDH1 knockdown viability, ATP luminescence, 48 h; 2% of 360,000 active; AID 686971, 2013;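 note: potency is the fitted concentration of half-maximal effect; 0% = DMSO wells and -100% = cell-free medium wells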
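% activity derives from luminescence (CellTiter-Glo), normalised to DMSO and no-cell wells. HT-1080-IDH1KD cells, 750/well, had 48 h compound exposure at 37 °C.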
MCF10A rereplic = A quantitative high throughput screen for small molecules that induce DNA re-replication in MCF 10a normal breast cells; MCF 10A DNA re-replication, Hoechst nuclear intensity, 48 h; Potency, µM (top dose mostly 46.1 µM), for inactives: top-dose activity, positive = re-replication, usual class: activators; 2.9% of 350,000 active; AID 624296, 2012; note: potency is the fitted concentration of half-maximal effect; % of control where 0% means no effect; nearly all actives have a fitted effect of over 50% in size
IL1B secr inh = qHTS for Inhibitors of Inflammasome Signaling: IL-1-beta AlphaLISA Primary Screen; THP-1 LPS/ATP IL-1B secretion, AlphaLISA, 16 h; active compounds read low; activity change, % at 57.5 µM; 4.7% of 360,000 active; AID 743279, 2014; in the data active = activity change below about -50%; inconclusive = mostly about -30% to -49%; note: % is set by controls: 0 for no effect and ±100 for the full control effect
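Secreted IL-1B measured by AlphaLISA bead assay after 16 h compound exposure of THP-1 cells; compounds (final up to 57.5 uM) added 1 h before LPS (250 ng/mL) and ATP (1.25 mM) stimulation; lower signal means less secretion.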
KB-V1 MDR tox = qHTS assay for MDR1-selective chemotherapeutics: Primary screen using the drug-selected MDR subline cells KB-V1. KB-V1 MDR cells viability, CellTiter-Glo, 72 h. Potency, µM (series often up to 46.1 µM), for the others: top-dose activity change, negative = cytotoxicity, most hits filed as cytotoxic. AID 1347076, 2019. 3.4% of 400,000 active; note: potency is the fitted concentration of half-maximal effect; % is set by controls: 0 for no effect and ±100 for the full control effect; nearly all actives have a fitted effect of over 60% in size
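KB-V1 cells (P-gp-expressing MDR subline of KB-3-1) in phenol-red-free DMEM with 10% FBS were exposed to library compounds over a concentration series for 72 h at 37 degrees C. Viability read by CellTiter-Glo luminescence; concentration-effect curves fitted after normalization.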
ATXN2 expr inh = Primary qHTS for Inhibitors of ATXN expression; HEK-293 ATXN2-luciferase reporter, luminescence, 24 h; Potency, µM (doses to about 57 µM), for inactives: at the top dose activity change, negative = inhibition, hits mostly inhibitors; 0.72% of 360,000 active; AID 1745845, 2022; note: potency is the fitted concentration of half-maximal effect; % is set by controls: 0 for no effect and ±100 for the full control effect; nearly all actives have a fitted effect of over 55% in size
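qHTS (up to 57 uM final) was run with 24 h compound exposure of reporter cells at 37 °C. Each well was multiplexed: SteadyGlo luminescence measured ATXN2-luciferase expression after a fluorogenic Gly-Phe-AFC viability readout (25 uM final).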
WRN inhibitor = qHTS for Inhibitors of WRN Helicase | AID 651768, 2012 | 0.46% of 360,000 active | Bifunctional 3'-5' exonuclease/ATP-dependent helicase WRN (Homo sapiens), Q14191 | WRN helicase unwinding, fluorescent forked duplex, kinetic | Potency, µM (top dose mostly 114 µM), inactives show at the top dose activity change, negative = inhibition, usual class: inhibitors; note: potency is the fitted concentration of half-maximal effect; % is set by controls: 0 for no effect and ±100 for the full control effect; nearly all actives have a fitted effect of over 55% in size
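Fluorescence dequenching readout, ex 525 nm/em 598 nm, kinetic mode: forked duplex DNA (100 nM final) with adjacent fluorophore and quencher unwound by WRN (20 nM final) with 2 mM ATP. Compound preincubation 15 min, room temperature.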
* = called active by the depositor; ? = inconclusive; / = not tested or not shown; & = joins results of further samples; [ ] = dose if it differs, or a comment. Unless noted, calls come from the whole dose curve; as a rule, active = well fitted curve in the direction sought with a large enough effect; inconclusive = small, poorly fitted or top-dose-only effect, or another doubt; inactive = no such curve, though single readings can be large; an effect the other way counts as inactive or inconclusive.

SMILES	SW480 rerep	HT1080-NT tox	KB-3-1 cytotox	HT1080 IDH1KD tx	MCF10A rereplic	IL1B secr inh	KB-V1 MDR tox	ATXN2 expr inh	WRN inhibitor
O=C(COC(=O)c1cc([N+](=O)[O-])ccc1NCc1ccccc1)NC1CCCc2ccccc21 (stereo unspecified)	8%	-3%	-5%	5%	0%	38	-7%	-2%	-4%
O=[N+]([O-])c1ccc(-c2nc(C(Cl)Cl)c3ccccc3n2)cc1	?	-4%	13µM*	11%	?	118	-24%	4µM*	8%
CCOC(=O)C(C)n1cnc2c(nnn2Cc2ccc(Cl)cc2)c1=O (stereo unspecified)	-12%	0%	-1%	1%	1%	1	-3%	-3%	-8%
CC(=O)c1sc(NC(=O)C(C)(C)C)nc1C	-1%	-5%	-5%	-2%	-1%	-11	-5%	-6%	-1%
CC12CN3CC(C)(CN(C1)C3c1c[nH]c3ccccc13)C2=O (stereo unspecified)	-7%	6%	-1%	1%	0%	9	-1%	-4%[11.3 µM]	-18%[57.1 µM]
CC(CNC1CCCCC1)OC(=O)c1ccc([N+](=O)[O-])cc1 (stereo unspecified)	-1%	5%	0%	14%	1%	9	?	6%	6%
Cc1ccc2nc(CSc3nnc4ccccn34)cc(=O)n2c1	-4%	8%	8%	13%	-46%[inhibitor]	31	0%	23%	0%
Cc1cccc(NC(=S)NCCc2ccc3c(c2)OCCO3)c1C	-4%	-27%	-7%	-13%	4%	-24	?	5%	3%
CCOC(=O)c1c(C)[nH]c(C(=O)CSc2nnnn2-c2ccc(C)cc2)c1C	11%	7%	15%	28%	?	7	-11%	?	-13%
Cc1cc(S(=O)(=O)NCC(c2ccccc2)c2ccccc2)ccc1-n1cnnn1	-8%	-11%	4%	-11%	4%	-14	18µM*	-38%	-23%
N#CC1(N2CCN(C(=O)c3ccccc3)CC2)CCCCC1	3%	0%	-2%	0%	-1%	-4	-1%	/	-2%
CCCCNC(c1ccccc1)c1ccncc1 (stereo unspecified)	-1%	7%	-2%	-8%	8%	5	-20%	-11%	-1%
CCCCn1c(SCC2CCCO2)nc2cc(S(N)(=O)=O)ccc21 (stereo unspecified)	-4%	9%	16%	12%	5%	-1	2%	7%	-1%
O=C(CN1CC(=O)Oc2ccccc21)OCC(=O)c1ccc(Br)cc1	2%	-2%	-11%	-1%	?	68	14%	-35%	-4%
Cc1cc(N/N=C/c2ccncc2)nc2ccccc12	-71%[inhibitor]	7%	?	-4%	-9%	0	6.5µM*	/	-13%
CNC(=O)COC(=O)c1ccccc1NC(=O)c1ccco1	-18%	1%	-3%	3%	3%	15	-3%	5%	0%
Cc1cc(N2C(=O)CC(Cc3ccccc3)C2=O)no1 (stereo unspecified)	1%	15%	7%	11%	-1%	38	4%	5%	-15%
COCCn1cnc2c(c1=O)c1nc3ccccc3nc1n2/N=C/c1ccc(OC)c(OC)c1	?	12%	14%	9%	1%	9	4%	-24%	-4%
CC(C)NC(=O)C1(C)CSCC(=O)N1CC(F)(F)F (stereo unspecified)	/	17%	9%	19%	/	-15	5%	/	-1%
COCCOC(=O)c1c(C)oc2cc(Br)c(OCC(N)=O)cc12	-8%	3%	2%	3%	2%	17	?	-32%[11.3 µM]	-28%[57.1 µM]
COc1cc2ccccc2cc1C(=O)OCC(=O)N(C)c1c(N)n(Cc2ccccc2)c(=O)[nH]c1=O	5%	0%	3%	3%	4%	-2	4%	6%	4%
CCc1noc(C)c1C(=O)Nc1sc(C(=O)N(C)C)c(C)c1C(=O)OC	-2%	4%	1%	5%	-186%[0.0737 µM]	29	-2%	11%	10%
CN(C(=O)COC(=O)c1ccccc1SCC(=O)N1CCCC1)C1CCS(=O)(=O)C1 (stereo unspecified)	-1%	3%	?	3%	-2%	11	5%	-1%	-31%
Cc1noc(C)c1C(=O)N(CC(=O)Nc1ccc(Cl)c(C(F)(F)F)c1)Cc1ccco1	?	-3%	-18%	-3%	?	-9	?	-14%	-6%
CCOC(=O)C1(CCCc2ccccc2)CCN(CC(O)CO)CC1 (stereo unspecified)	?	-8%	0%	-4%	-9%	0	?	-13%	-5%

Among those listed so far, two contain bromine:
SMILES	SW480 rerep	HT1080-NT tox	KB-3-1 cytotox	HT1080 IDH1KD tx	MCF10A rereplic	IL1B secr inh	KB-V1 MDR tox	ATXN2 expr inh	WRN inhibitor
O=C(CN1CC(=O)Oc2ccccc21)OCC(=O)c1ccc(Br)cc1	2%	-2%	-11%	-1%	?	68	14%	-35%	-4%
COCCOC(=O)c1c(C)oc2cc(Br)c(OCC(N)=O)cc12	-8%	3%	2%	3%	2%	17	?	-32%[11.3 µM]	-28%[57.1 µM]

Going on with the list.
SMILES	SW480 rerep	HT1080-NT tox	KB-3-1 cytotox	HT1080 IDH1KD tx	MCF10A rereplic	IL1B secr inh	KB-V1 MDR tox	ATXN2 expr inh	WRN inhibitor
COc1ccc2c(c1)C(=O)c1ccccc1CO2	-5%	2%	7%	20%	14%	-11	16%	72%[activator]	-11%
COc1ccc(-c2[nH]ncc2CNCC(C)(C)N2CCOCC2)cc1F	1%	-2%	0%	-12%	-7%	-3	-1%	-36%[11.3 µM]	-26%
O=S(=O)(Nc1ccc(N2CCCCC2)cc1)c1cccc2cccnc12	1%	2%	-11%	-12%	-4%	13	-14%	0%	5%
CCN(CC)CCNCc1ccc(-c2ccc(Cl)cc2)o1	-1%	16µM*	1%	?	1%	-4	1%	-23%	-6%
C[C@@H]1CCCCO[C@H](CN(C)Cc2ccccc2)[C@@H](C)CN([C@H](C)CO)C(=O)c2cc(NC(=O)c3ccccc3)ccc2O1	/	-3%	-14%	-5%	/	-17	-2%	-5%	-5%
CCOC(=O)c1c(S(=O)(=O)NCC(=O)Nc2ccccc2OC)c(C)n(C)c1C	1%	8%	3%	3%	0%	28	17%	/	1%
Cc1ccc(NC(=S)C2=C(O)c3ccccc3N(C)S2(=O)=O)cc1	-4%	1%	3%	2%	9%	44	-1%	-6%	-5%
Cn1cnc([N+](=O)[O-])c1SCCO	-9%	20%	7%	17%	13%	2	?	-10%	-28%
CC1(C)CC(=O)C2=C(C1)OC(N)=C(C#N)C21C(=O)N(CN2CCOCC2)c2ccccc21 (stereo unspecified)	6%	0%	-1%	0%	21%	3	25%	3%	7%
COc1ccc(C(=O)OCC(=O)NCC2CCCO2)cc1S(=O)(=O)N1CCCc2ccccc21 (stereo unspecified)	-6%	-4%	1%	-8%	?	80	11%	-9%[11.3 µM]	-16%
CCn1c(CNC(=O)c2ccccc2OC)nnc1SCC(=O)c1ccc(F)cc1	-7%	-1%	7%	-1%	24%	15	-16%	-2%	1%
O=Cc1ccc(O)c(O)c1	7%&-20%	-21%	-1%	-22%	10%&-29%	-57*	?	9%	0%
O=C(Nc1nnc(-c2ccc(Cl)cc2)o1)c1ccccc1Br	0%	-17%	?	-23%	?	-2	6.5µM*	-28%	-9%
O=C(NNC(=O)c1ccc(Oc2ccc(C3SCCS3)cc2)o1)c1ccc(Cl)cc1	?	?	?	-21%	15%	-11	?	/	-9%
CCOc1ccc(N(CC(=O)Nc2ccc(OC)cc2)S(=O)(=O)c2c(C)[nH]c(=O)[nH]c2=O)cc1	-5%	15%	-2%	25%	-1%	0	-10%	1%	-5%
COc1ccc(NC(=O)CSc2nncs2)cc1OC	-1%	-9%	-4%	-20%	0%	-13	6%	8%	0%
COc1ccccc1-c1nnc(SCC(=O)NNC(=O)c2ccccc2F)n1C	-10%	3%	-4%	2%	-2%	32	0%	6%	-1%
CCc1nc(NC(=O)c2sc(C)nc2C)sc1C(=O)OC	-6%	-1%	7%	0%	14%	-2	8%	1%	3%
CCc1nn(CCCC(=O)NCc2cc(Br)ccc2OC)c(=O)c2cc3occc3n12	11%	9%	-7%	15%	5%	-56*	?	-25%	-3%
CCOC(=O)c1c(C)[nH]c(C(=O)C(C)OC(=O)c2ccc(NC(=O)CC#N)cc2)c1C (stereo unspecified)	25%	-14%	7%	-19%	6%	0	-9%	-34%	-6%
CCCOc1ccc(CNC(=S)NCc2ccc(OC(C)C)cc2)cc1	3%	-2%	-11%	1%	19%	14	-15%	?	-22%
COCC1CCCCN1Cc1cn[nH]c1-c1ccc2cc(OC)ccc2c1 (stereo unspecified)	-118%[inhibitor]	2%	5%	6%	0%	-3	5%	/	-3%
O=C(Cc1ccccc1)N[C@@H]1c2ccccc2CC[C@@H]1OCc1ccccc1	-2%	0%	-20%	-4%	?	-24	6%	0%	5%
O=C(NC(Cc1ccccc1)C(=O)O)/C(=C\c1ccc(F)cc1)NC(=O)c1ccco1 (stereo unspecified)	-20%	5%	-7%	2%	-15%	4	17%	11%	1%
COc1cc2c(cc1OC)CN(S(=O)(=O)c1ccccc1F)CC2	-5%	0%	0%	0%	-14%	7	-8%	/	-12%
O=C(NCCOc1ccc(Cl)cc1)c1ccc2c(c1)OCCO2	-4%	-1%	2%	-4%	0%	-9	20%	/	-8%
COc1ccc(-n2c(CNc3ccc(C)cc3)nnc2SCc2ccccc2)cc1	-11%	-13%	5%	-16%	?	-19	?	-10%	-5%
